Pf Dd2 growth = blocks in vitro growth of P. falciparum Dd2 | P. falciparum Dd2 growth, SYBR Green, 72 h | Potency, µM (titrated, usually from 28.9 µM), for the others: top-dose activity, negative = inhibition, most hits filed as inhibitors | 120,000 tested, 4.3% active; active = well fitted inhibition curve with a large enough effect; inconclusive = small, poorly fitted or top-dose-only effect; inactive = no such curve, though single readings can be large or run the other way;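 also: plate controls were DMSO vehicle for no effect and reference drug for full effect; nearly all actives have a fitted effect of over 65% in size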
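Readout: SYBR Green fluorescence, 485 nm excitation, 535 nm emission, after ~16 h lysis at 37C. Before that, Dd2-infected red cells (2.5% hematocrit) grew 72 h with compound, 29 uM top final concentration.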
* hit, by the source's call; [ ] = dose if it differs, or a comment. Potency is read from the fitted curve at half-maximal effect. Only part of the results is shown; the hit share may differ from the screen's.

How did CC(C)(C(=O)O)c1cnc(N2C[C@@H](CO)[C@H](CO)C2)nc1N1CCOCC1 do in these assays?
Pf Dd2 growth: 10%

How did Cc1c(CN2CCN(c3ncc(F)cn3)CC2)[nH]c2ccc(F)cc12 do in these assays?
Pf Dd2 growth: inconclusive

How did COCCN1C(=O)C(CC(=O)NCCc2ccccc2)=C2CCCCC21 (stereo not drawn) do in these assays?
Pf Dd2 growth: -8%

How did O=C(c1cn2ccsc2n1)N1CCn2nc(C(O)c3ccccc3)cc2C1 (stereo not drawn) do in these assays?
Pf Dd2 growth: -9%

What do the screens show for `CCOc1ccccc1NC(=O)N1CCC(N2C(=O)C3(CCCC3)C2c2ccccc2)CC1` (stereo not drawn)?
Pf Dd2 growth: 8.9µM*

What do the screens show for `COc1cccc(CN2C[C@@H](F)[C@@H](OCc3nc4ccccc4[nH]3)C2)n1`?
Pf Dd2 growth: inactive

What do the screens show for `CCOC(=O)c1cccc(NS(=O)(=O)c2cc(-c3cnc(C4CC4)o3)ccc2C)c1`?
Pf Dd2 growth: inactive

Results for Cc1ccc(NC(=O)CC2CCCN(c3cnn(CC4CC4)c(=O)c3)C2)cc1 (stereo not drawn) ?
Pf Dd2 growth: inactive

What do the screens show for `Cc1cccc(C(=O)OCc2cc(=O)n3nc(C4CC4)sc3n2)c1`?
Pf Dd2 growth: 19%

Results for c1ccc(Cc2nnc([C@H]3CCN(C4CCCCC4)C3)o2)cc1 ?
Pf Dd2 growth: -7%[44.1 µM]

What do the screens show for `COc1cccc(C(=O)c2cn(CC(=O)Nc3cccc(C)c3C)c3nc(C)ccc3c2=O)c1`?
Pf Dd2 growth: inactive

What do the screens show for `Cc1nn(CC(=O)N2CCN(c3ccc(F)cc3)CC2)c(=O)c2nc(C(C)C)sc12`?
Pf Dd2 growth: inactive

Results for COc1ccccc1N1CCCc2ncc(C(=O)N3CCC[C@@H]3c3ccc(F)cc3)cc21 ?
Pf Dd2 growth: inconclusive

What do the screens show for `Cc1c(Cl)cccc1NC(=O)Cn1cccc1-c1nc(-c2ccc3c(c2)OCO3)no1`?
Pf Dd2 growth: inactive

What do the screens show for `Cc1nnsc1C(=O)N1CCCC(c2ccccc2)(c2ccccc2)C1`?
Pf Dd2 growth: inconclusive

Not a retest: twelve of the compounds above.
How did CC(C)(C(=O)O)c1cnc(N2C[C@@H](CO)[C@H](CO)C2)nc1N1CCOCC1 do in these assays?
Pf Dd2 growth: 10%

How did Cc1c(CN2CCN(c3ncc(F)cn3)CC2)[nH]c2ccc(F)cc12 do in these assays?
Pf Dd2 growth: inconclusive

How did COCCN1C(=O)C(CC(=O)NCCc2ccccc2)=C2CCCCC21 (stereo not drawn) do in these assays?
Pf Dd2 growth: -8%

How did O=C(c1cn2ccsc2n1)N1CCn2nc(C(O)c3ccccc3)cc2C1 (stereo not drawn) do in these assays?
Pf Dd2 growth: -9%

What do the screens show for `CCOc1ccccc1NC(=O)N1CCC(N2C(=O)C3(CCCC3)C2c2ccccc2)CC1` (stereo not drawn)?
Pf Dd2 growth: 8.9µM*

What do the screens show for `COc1cccc(CN2C[C@@H](F)[C@@H](OCc3nc4ccccc4[nH]3)C2)n1`?
Pf Dd2 growth: inactive

What do the screens show for `CCOC(=O)c1cccc(NS(=O)(=O)c2cc(-c3cnc(C4CC4)o3)ccc2C)c1`?
Pf Dd2 growth: inactive

Results for Cc1ccc(NC(=O)CC2CCCN(c3cnn(CC4CC4)c(=O)c3)C2)cc1 (stereo not drawn) ?
Pf Dd2 growth: inactive

What do the screens show for `Cc1cccc(C(=O)OCc2cc(=O)n3nc(C4CC4)sc3n2)c1`?
Pf Dd2 growth: 19%

Results for c1ccc(Cc2nnc([C@H]3CCN(C4CCCCC4)C3)o2)cc1 ?
Pf Dd2 growth: -7%[44.1 µM]

What do the screens show for `COc1cccc(C(=O)c2cn(CC(=O)Nc3cccc(C)c3C)c3nc(C)ccc3c2=O)c1`?
Pf Dd2 growth: inactive

What do the screens show for `Cc1nn(CC(=O)N2CCN(c3ccc(F)cc3)CC2)c(=O)c2nc(C(C)C)sc12`?
Pf Dd2 growth: inactive

Additional entries.
Results for O=C(CN1C(=O)COc2ccc(C(=O)COc3ccccc3Cl)cc21)NCCc1ccccc1 ?
Pf Dd2 growth: -4%

What do the screens show for `O=C(Nc1cccc(C(F)(F)F)c1)Nc1nnc(N2CCCCCC2)s1`?
Pf Dd2 growth: inactive

How did c1ccc2sc([C@H]3CCN(Cc4ccc5c(c4)OCO5)C3)nc2c1 do in these assays?
Pf Dd2 growth: inactive

What do the screens show for `CN(C)[C@@H]1CN(Cc2cccc(C#N)c2)C[C@H]1CO`?
Pf Dd2 growth: -22%

Results for CC(C)NC(=O)c1nc(-c2cccc(C(F)(F)F)c2)c2cnccn12 ?
Pf Dd2 growth: 1.8µM*

How did CC(C)CCN1CCC12Cc1ccccc1NC2=O (stereo not drawn) do in these assays?
Pf Dd2 growth: inactive

What do the screens show for `Cc1ccc(NC(=O)[C@@H](c2ccccc2)N2Cc3ccccc3C2=O)cc1`?
Pf Dd2 growth: 0%

Results for CC(C)(C)OC(=O)N1CCC(c2c(C(=O)N3CCN(C4CCCCC4)CC3)cnn2-c2cccc(Cl)c2)CC1 ?
Pf Dd2 growth: 10µM*

What do the screens show for `O=C(NCc1cc(-c2ccccc2Cl)no1)C1CC2(CCNCC2)CN1` (stereo not drawn)?
Pf Dd2 growth: 16%

Results for COc1cccc(OCc2nc3ccccc3n2CCOc2ccccc2)c1 ?
Pf Dd2 growth: -1%

Results for Cc1nn(C)c2nc(N3CCC(C#N)(c4ccccc4)CC3)sc12 ?
Pf Dd2 growth: -26%

Results for COc1cccc(CN2CCc3nn(C)c(=O)n3CC2)n1 ?
Pf Dd2 growth: -22%

How did CC(=O)N1CCC(N2C[C@H](O)C[C@H]2c2nc(-c3ccccc3)no2)CC1 do in these assays?
Pf Dd2 growth: -12%[44.1 µM]

Results for COc1cccc(NC(=O)N2CCCC(Cn3cnc4cccnc43)C2)c1 (stereo not drawn) ?
Pf Dd2 growth: inactive

How did CCCS(=O)(=O)N1CCc2nn(CCOC)c(=O)n2CC1 do in these assays?
Pf Dd2 growth: inactive

How did O=C(CCSCc1cccc(Cl)c1)NCc1ccccc1Cl do in these assays?
Pf Dd2 growth: inactive

How did Cc1ccc(-c2nn(CC(=O)NC3CCCCC3)c3c2cnc2ccccc23)cc1 do in these assays?
Pf Dd2 growth: 38%

Results for Cc1[nH]c2ccccc2c1CN1CCc2nc(N3CCOCC3)[nH]c(=O)c2CC1 ?
Pf Dd2 growth: inactive[5.79 µM]

Results for CSc1ncc(C(=O)Nc2cc(Cl)ccc2C)c(-c2ccccc2)n1 ?
Pf Dd2 growth: inactive

How did CCn1c(C2CCCNC2)nn(Cc2ccc(C(C)C)cc2)c1=O (stereo not drawn) do in these assays?
Pf Dd2 growth: -25%

What do the screens show for `CCc1nn(CC(=O)N2CCN(c3cccc(Cl)c3)CC2)c(=O)c2cc3sccc3n12`?
Pf Dd2 growth: inactive

Results for C=C[C@H]1CN2CC[C@H]1C[C@@H]2CNCc1cccc(C#N)c1 ?
Pf Dd2 growth: inconclusive

How did Cc1cc(N2CCC(N3CCCC(C(=O)NCCc4ccccc4)C3)CC2)ncn1 (stereo not drawn) do in these assays?
Pf Dd2 growth: inactive

What do the screens show for `O=C(c1ccc(C(F)(F)F)cc1)N1CCCC2(CC(c3ccccn3)=NO2)C1` (stereo not drawn)?
Pf Dd2 growth: -15%

What do the screens show for `CCc1ccc(NC(=O)C2CCCN(S(=O)(=O)c3ccc4[nH]c(=O)ccc4c3)C2)cc1` (stereo not drawn)?
Pf Dd2 growth: -5%

What do the screens show for `O=C(c1ccccc1)N1CCC(Oc2nccnc2N2CCOCC2)C1` (stereo not drawn)?
Pf Dd2 growth: -1%

How did O=C(NCc1ccc(Cl)cc1)C(=O)NCC(c1cccnc1)N1CCN(c2ccccc2)CC1 (stereo not drawn) do in these assays?
Pf Dd2 growth: inconclusive

How did CCOc1ccccc1C(=O)N1Cc2cnc(Cc3ccc(OC)cc3)nc2C1 do in these assays?
Pf Dd2 growth: inconclusive

How did CCOC(=O)CC1CCCCN1C(=O)CCC1(Cc2ccc3ccccc3c2)CCC(=O)N1 (stereo not drawn) do in these assays?
Pf Dd2 growth: -10%

Results for Cc1cnc(CC2CCNC2)n1C1CC1 (stereo not drawn) ?
Pf Dd2 growth: -27%

What do the screens show for `O=C(Nc1cccn2nc(C3CCC3)nc12)c1ccc(F)cc1`?
Pf Dd2 growth: inactive

What do the screens show for `O=C(Nc1ccc(F)c(Cl)c1)C1CCCN(c2ncnc3onc(-c4ccc(F)cc4)c23)C1` (stereo not drawn)?
Pf Dd2 growth: inconclusive

How did COc1ccc(-c2cn(-c3ccc(C)cc3)c(S(=O)(=O)CC(=O)Nc3ccc(F)cc3)n2)cc1 do in these assays?
Pf Dd2 growth: inactive

How did Cc1nc2nc(SCC(=O)O)nn2c(C)c1Cc1c(F)cccc1Cl do in these assays?
Pf Dd2 growth: 106%[activator]

How did CN1CCN(c2cc(=O)c3ccnc(-c4ccnn4C)c3o2)CC1 do in these assays?
Pf Dd2 growth: -18%[44.1 µM]

Results for O=C(CCn1cncn1)N1CCOc2c(O)cc(-c3cccc(Cl)c3)cc2C1 ?
Pf Dd2 growth: inactive

Results for COc1ccc(CNC(=O)Cn2c(=O)nc(-c3ccccc3)c3ccccc32)cc1OC ?
Pf Dd2 growth: inconclusive

Results for CCC12CN3CC(C)(CN(C1)C3c1c[nH]c3ccc(OC)cc13)C2=O (stereo not drawn) ?
Pf Dd2 growth: 9%

What do the screens show for `O=C(O)C1=NOC2CN(Cc3ccc(C(F)(F)F)cc3)CC12` (stereo not drawn)?
Pf Dd2 growth: inconclusive

Results for Cc1noc(C)c1Cc1ccc(C(=O)N2CCCCCCN(C)C(=O)[C@@H]3CCC[C@@H]32)o1 ?
Pf Dd2 growth: inconclusive

Results for CN1N=C(C(=O)N2CCc3c(nc(-c4ccncc4)[nH]c3=O)C2)CCC1=O ?
Pf Dd2 growth: 6%

Results for CCCOc1nccnc1NC1CCN(C(=O)c2ccccn2)CC1 ?
Pf Dd2 growth: inactive[5.79 µM]

What do the screens show for `CCCN1CCC(N2CCC(C(=O)Nc3cccc(-c4cccc(F)c4)c3)CC2)CC1`?
Pf Dd2 growth: 2.2µM*

Results for COc1ccc(S(=O)(=O)c2c(Nc3c(C)cccc3C)sc(C(=O)c3ccc4c(c3)OCO4)c2N)cc1 ?
Pf Dd2 growth: inconclusive

How did CN(Cc1ccon1)Cc1ccccc1OCC(O)CN1CCCCC1 (stereo not drawn) do in these assays?
Pf Dd2 growth: inconclusive

Results for Cc1ccc(-n2nc(C)c([C@@H]3C=C[C@@H](NC(=O)CC(C)(C)CC(=O)O)C3)c2C)cc1Cl ?
Pf Dd2 growth: inactive

Results for COc1cccc(C(=O)Nc2cccc(-c3nc4ncccn4c3C)c2)c1 ?
Pf Dd2 growth: inconclusive

What do the screens show for `COc1ccc(OC)c(NC(=O)CCCc2nnc3n(C(C)C)c(=O)c4sccc4n23)c1`?
Pf Dd2 growth: -10%

What do the screens show for `O=C(Cc1ccccn1)N1CCC(N2CC3CCCN3C2=O)CC1` (stereo not drawn)?
Pf Dd2 growth: 9%[44.1 µM]

How did COc1ccc([C@H]2CN(C(=O)C3(c4ccc(F)cc4)CC3)C[C@@H]2N)cc1 do in these assays?
Pf Dd2 growth: inactive

How did COC(=O)c1c(SC)nc2ccccc2c1OCc1cc(C)ccc1C do in these assays?
Pf Dd2 growth: inactive

What do the screens show for `Cc1ccc(-c2nc3n(n2)C(=O)CC(c2ccc(C)cc2)S3)cc1` (stereo not drawn)?
Pf Dd2 growth: -13%

Results for CS(=O)(=O)N1CC(n2cc(C(=O)NCC3CC3)nn2)C1 ?
Pf Dd2 growth: 7%

What do the screens show for `Cc1ccc(NC(=O)N2CCc3c(C(=O)NC(C)C)cccc32)cc1`?
Pf Dd2 growth: inconclusive

What do the screens show for `CCc1cccc(C)c1NC(=O)c1cc(S(=O)(=O)N(C)Cc2ccccc2)ccc1F`?
Pf Dd2 growth: -7%

What do the screens show for `COCC(=O)N(C)Cc1ccc(-c2ccccc2)cc1`?
Pf Dd2 growth: inconclusive

How did CCN1C(=O)CN(C(=O)C2CC2)CC12CCOCC2 do in these assays?
Pf Dd2 growth: 0%

How did CC(C)c1nc2ccccc2n1CC(=O)N1CC[C@](C)(O)[C@@H](O)C1 do in these assays?
Pf Dd2 growth: -7%

Results for O=C(Cn1ccn2nc3c(c2c1=O)CCCCC3)Nc1ccccc1F ?
Pf Dd2 growth: inactive

What do the screens show for `COCC(=O)N1CC(CNc2ccccc2)C2(C1)CN(c1ccccc1)C2` (stereo not drawn)?
Pf Dd2 growth: inconclusive

What do the screens show for `CN1C(=O)[C@H]2CN(Cc3ccc(Br)cc3)C[C@H]2C1=O`?
Pf Dd2 growth: 19%

Results for COc1ccc(-n2c(=O)c3sc4ccccc4c3n(CC(=O)NC3CCCCC3)c2=O)cc1 ?
Pf Dd2 growth: 18%

How did O=C1[C@H]2CN(Cc3cc(F)cc(F)c3)C[C@H]2C(=O)N1Cc1ccc2c(c1)OCO2 do in these assays?
Pf Dd2 growth: -1%

How did O=C(CCc1ccc2c(c1)CNCCO2)NCC1CC1 do in these assays?
Pf Dd2 growth: -24%

How did CN1C(=O)CC[C@]2(C(=O)NCc3ccc4c(c3)OCO4)CCCC[C@@H]12 do in these assays?
Pf Dd2 growth: -1%

How did CCOC(=O)C1CCCN(S(=O)(=O)c2ccc3c(c2)CCN3C(=O)CC)C1 (stereo not drawn) do in these assays?
Pf Dd2 growth: 1%

What do the screens show for `CN1Cc2ccccc2-n2ccnc2C12CCN(C(=O)c1cccc(Cl)c1)CC2`?
Pf Dd2 growth: -24%[5.79 µM]

What do the screens show for `CCOc1ccccc1NC(=O)N1CCCN(S(=O)(=O)c2ccccc2)CCC(=O)NCC1`?
Pf Dd2 growth: inconclusive

What do the screens show for `CCOc1ccc(CC(=O)N2CCC(C3CCN(C(=O)NC)CC3)C2)cc1` (stereo not drawn)?
Pf Dd2 growth: inconclusive

From PubChem
